Screens (PubChem BioAssay)
BLM helicase inh – Bloom syndrome helicase (human) inhibition; 350,000 compounds, 0.2% hits; Potency, µM (titrated, usually from 56.1 µM), for inactives: top-dose activity change, negative = inhibition, hits mostly inhibitors; P54132; recombinant BLM DNA unwinding, fluorescence dequenching;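 further: plate controls were vehicle for no effect and no enzyme for full effect; nearly all actives have a fitted effect of over 35% in size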
POLI inh – blocks human DNA polymerase iota activity. 390,000 compounds, 1% hits. Pol iota fluorescent replication assay, 10 min. AID 588590. Potency, µM (highest dose often 115 µM), inactives show top-dose activity, negative = inhibition, most hits filed as inhibitors. Q9UNA4
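Fluorescent replication assay read twice, at 0 min and 10 min after adding 50 nM (final) substrate. Enzyme (10 nM) and compounds were first incubated 15 min at room temperature; enzyme-free buffer wells were negative controls.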
POLK inh – inhibitors of human DNA polymerase kappa. 400,000 compounds, 0.53% hits. purified Pol kappa, fluorescent DNA synthesis assay, 10 min. AID 588579. Q9UBT6. Potency, µM (titrated, usually from 107 µM), for the others: at the highest dose activity, negative = inhibition, most hits filed as inhibitors; further: on the % scale 0 is the no-effect control and ±100 the full control effect
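Fluorescent qHTS in 1536-well format: enzyme (10 nM) and compound sat 15 min at room temperature before 50 nM substrate (final) was added. Signal taken at 0 and 10 min; no-enzyme buffer wells were negative controls.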
G9a block – inhibitors of human histone lysine methyltransferase G9a; Q96KQ7; Potency, µM (titrated, usually from 102 µM), inactives show at the highest dose activity, negative = inhibition, most hits filed as inhibitors; G9a H3K9 monomethylation, AlphaScreen, 2 h; 350,000 compounds, 8.8% hits; further: on the % scale 0 is the no-effect control and ±100 the full control effect; nearly all actives have a fitted effect of over 75% in size
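Chemiluminescent proximity detection of H3K9 monomethylation, read after 10 min bead incubation in the dark. Reaction: 20 nM G9a, 500 nM biotin-H3K9 peptide, 20 uM SAM cofactor, 2 h, room temperature, following 15 min enzyme-compound preincubation.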
POLB inh – inhibitors of human DNA polymerase beta; P06746; Pol beta primer extension/strand displacement, fluorescence kinetic; Potency, µM (top dose mostly 114 µM), without a hit: top-dose activity change, negative = inhibition, most hits filed as inhibitors; 340,000 compounds, 1.3% hits; further: on the % scale 0 is the no-effect control and ±100 the full control effect
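Reaction started by 50 nM substrate onto compound-treated Pol beta (10 nM, 15 min preincubation, room temperature); plates read at 0 min and 10 min. Normalized concentration-effect data fitted by four-parameter Hill equation.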
JMJD2A Tudor – blocks the human JMJD2A Tudor domain | AID 504339 | O75164 | Potency, µM (top dose mostly 114 µM), for inactives: top-dose activity change, negative = inhibition, most hits filed as inhibitors | 390,000 compounds, 4.4% hits | AlphaScreen JMJD2A-Tudor / H3K4me3 peptide binding; further: on the % scale 0 is the no-effect control and ±100 the full control effect; nearly all actives have a fitted effect of over 50% in size
POLH inh – inhibitors of human DNA polymerase eta | recombinant Pol eta, fluorescent DNA replication assay | Potency, µM (top dose mostly 114 µM), for inactives: at the top dose activity change, negative = inhibition, hits mostly inhibitors | 390,000 compounds, 1.2% hits; further: on the % scale 0 is the no-effect control and ±100 the full control effect
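Pol eta at 10 nM preincubated with compounds 15 min at room temperature; reaction started with fluorescent substrate (50 nM final) and read kinetically at 0 and 10 min.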
BAZ2B inh – blocks human BAZ2B | Q9UIF8 | AlphaScreen BAZ2B-H3K14Ac peptide displacement | Potency, µM (top dose mostly 114 µM), without a hit: top-dose activity change, negative = inhibition, most hits filed as inhibitors | 360,000 compounds, 4.4% hits | AID 504333; further: on the % scale 0 is the no-effect control and ±100 the full control effect; nearly all actives have a fitted effect of over 60% in size
Target sequence (Q9UIF8 whole entry, looked up): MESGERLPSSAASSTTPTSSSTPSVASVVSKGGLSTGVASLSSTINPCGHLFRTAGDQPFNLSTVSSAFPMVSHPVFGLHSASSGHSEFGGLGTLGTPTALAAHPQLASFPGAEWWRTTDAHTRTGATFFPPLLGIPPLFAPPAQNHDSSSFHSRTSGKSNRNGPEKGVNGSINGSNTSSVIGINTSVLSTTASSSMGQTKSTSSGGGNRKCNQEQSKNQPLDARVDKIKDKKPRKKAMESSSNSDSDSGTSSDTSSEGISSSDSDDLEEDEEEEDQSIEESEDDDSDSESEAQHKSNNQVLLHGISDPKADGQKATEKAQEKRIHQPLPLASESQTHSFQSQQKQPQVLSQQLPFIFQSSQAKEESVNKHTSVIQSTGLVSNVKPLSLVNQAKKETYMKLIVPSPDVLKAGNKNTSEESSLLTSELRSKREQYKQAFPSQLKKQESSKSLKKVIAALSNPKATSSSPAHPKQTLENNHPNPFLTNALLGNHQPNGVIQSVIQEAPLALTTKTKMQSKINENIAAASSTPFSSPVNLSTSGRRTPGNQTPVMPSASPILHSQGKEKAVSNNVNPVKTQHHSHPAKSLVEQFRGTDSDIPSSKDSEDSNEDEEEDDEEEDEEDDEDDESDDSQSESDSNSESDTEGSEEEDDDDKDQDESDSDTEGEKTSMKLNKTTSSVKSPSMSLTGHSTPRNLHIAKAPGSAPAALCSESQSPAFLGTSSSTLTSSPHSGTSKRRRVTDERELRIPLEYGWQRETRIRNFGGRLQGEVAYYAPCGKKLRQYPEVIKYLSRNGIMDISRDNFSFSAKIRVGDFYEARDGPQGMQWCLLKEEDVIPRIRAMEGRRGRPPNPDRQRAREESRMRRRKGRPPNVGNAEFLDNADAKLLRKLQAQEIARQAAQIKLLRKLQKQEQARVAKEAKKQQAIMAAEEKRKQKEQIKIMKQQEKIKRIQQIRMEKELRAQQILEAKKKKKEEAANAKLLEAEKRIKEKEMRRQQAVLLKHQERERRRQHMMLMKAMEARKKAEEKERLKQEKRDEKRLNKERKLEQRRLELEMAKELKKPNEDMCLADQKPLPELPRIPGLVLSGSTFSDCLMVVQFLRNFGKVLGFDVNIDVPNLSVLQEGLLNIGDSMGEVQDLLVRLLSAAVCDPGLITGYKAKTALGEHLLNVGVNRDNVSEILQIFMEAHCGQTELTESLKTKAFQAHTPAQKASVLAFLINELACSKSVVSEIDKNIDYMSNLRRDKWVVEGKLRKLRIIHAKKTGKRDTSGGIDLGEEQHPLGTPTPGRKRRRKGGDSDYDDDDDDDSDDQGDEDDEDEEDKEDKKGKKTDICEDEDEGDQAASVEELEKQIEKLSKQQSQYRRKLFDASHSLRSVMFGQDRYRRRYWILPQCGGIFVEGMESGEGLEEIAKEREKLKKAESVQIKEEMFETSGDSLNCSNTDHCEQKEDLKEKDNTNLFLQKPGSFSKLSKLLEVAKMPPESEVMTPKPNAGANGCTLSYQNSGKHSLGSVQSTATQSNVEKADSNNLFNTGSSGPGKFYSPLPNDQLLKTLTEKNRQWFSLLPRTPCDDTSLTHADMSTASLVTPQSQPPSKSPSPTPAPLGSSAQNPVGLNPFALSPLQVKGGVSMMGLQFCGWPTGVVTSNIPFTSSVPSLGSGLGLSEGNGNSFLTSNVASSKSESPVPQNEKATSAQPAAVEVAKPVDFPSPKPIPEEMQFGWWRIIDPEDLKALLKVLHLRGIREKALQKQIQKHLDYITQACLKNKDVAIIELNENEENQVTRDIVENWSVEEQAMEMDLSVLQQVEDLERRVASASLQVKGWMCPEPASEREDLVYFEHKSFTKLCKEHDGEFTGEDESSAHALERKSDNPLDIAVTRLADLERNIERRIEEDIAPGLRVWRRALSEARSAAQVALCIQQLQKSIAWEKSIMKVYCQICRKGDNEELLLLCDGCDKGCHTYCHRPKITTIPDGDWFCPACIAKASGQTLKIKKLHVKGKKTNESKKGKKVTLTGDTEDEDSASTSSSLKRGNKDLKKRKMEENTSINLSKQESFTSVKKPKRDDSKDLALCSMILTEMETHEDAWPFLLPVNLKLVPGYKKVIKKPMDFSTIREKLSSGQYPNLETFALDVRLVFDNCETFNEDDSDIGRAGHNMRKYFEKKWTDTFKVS
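Multi-concentration screen (max 110 uM) measuring displacement of acetylated histone H3 peptide from BAZ2B by AlphaScreen, using 50 nM protein, 50 nM peptide and 10 ug/mL streptavidin donor plus Ni-chelate acceptor beads.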
APEX1 inh – inhibitors of human APE1 endonuclease; P27695; recombinant APE1, TAMRA/BHQ-2 abasic DNA cleavage fluorescence; Potency, µM (top dose mostly 65.8 µM), for inactives: at the highest dose activity change, negative = inhibition, actives largely listed as inhibitors; AID 2517; 350,000 compounds, 0.35% hits;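 further: plate controls were vehicle for no effect and reference inhibitor for full effect; nearly all actives have a fitted effect of over 55% in size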
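Compound pre-exposure to 0.75 nM APE1, 15 min at ambient temperature. Reaction initiated with 50 nM TAMRA/BHQ-2 THF substrate, read immediately in kinetic mode, 525 nm excitation, 598 nm emission.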
* hit, by the source's call; ? = inconclusive; / = no result given; [ ] = remark or other dose. The call rests on the fitted dose curve; in most records, active means well fitted curve in the direction sought with a large enough effect; inconclusive means small, poorly fitted or top-dose-only effect, or another doubt; inactive means no such curve, though single readings can be large; an effect the other way counts as inactive or inconclusive. Potency means the concentration at half of the fitted maximal effect.

SMILES | BLM helicase inh | POLI inh | POLK inh | G9a block | POLB inh | JMJD2A Tudor | POLH inh | BAZ2B inh | APEX1 inh
COC(=O)c1ccccc1NC(=O)Nc1cc(C(C)(C)C)on1 | -2% | 117%[activator] | -1% | 33% | 36%[activator] | -8% | -10% | -4% | 17%
COc1ccc2c(C)cc3nncn3c2c1 | -3% | 43%[activator] | -4% | ? | -5% | -17% | 0% | -12% | -5%
O=C(NC1CCCN(Cc2ccc(Cl)cc2)C1)c1cnc2ccccn2c1=O (stereo unspecified) | -3% | 8% | -3% | -17% | -7% | -14% | -15% | -24% | 62%[activator]
O=C(O)C1CC=CCC1C(=O)Nc1ccccc1 (stereo unspecified) | -1% | 10% | -6% | ? | 32µM* | ? | ? | ? | -17%
CCOC(=O)c1c(NC(=S)NC(=O)c2ccc(Cn3cc(Cl)cn3)o2)sc2c1CCC(C)C2 (stereo unspecified) | -3% | ? | -15% | / | 18% | -18% | -2% | -1% | 9%
CN(Cc1cnccn1)Cc1cn(Cc2ccccc2)nc1-c1ccc2c(c1)OCO2 | -3% | 80%[activator] | -1% | -27% | -15% | -3% | -11% | -30% | -2%
CC(OC(=O)c1ccc(S(=O)(=O)NCc2ccco2)cc1)C(=O)Nc1ccccc1 (stereo unspecified) | / | -24% | -15% | / | / | -1% | 2% | / | -6%
CC(C)C(c1nnnn1C1CCCC1)N1c2ccccc2CC1C (stereo unspecified) | -7% | 5% | 0% | ? | -19% | -27% | -12% | -36% | -10%
CCc1ccc(C(C)NC(=S)NC2CCCCC2)cc1 (stereo unspecified) | -5% | 25% | 1% | 30% | 19% | -15% | -12% | -31% | 14%
CCOC(=O)c1cc2c(=O)n3ccccc3nc2n(CC2CCCO2)c1=NC(C)=O (stereo unspecified) | -2% | -13% | 0% | ? | 24% | 5%[57.1 µM] | -14% | -7% | -9%
OC1CCN(Cc2nc(Cc3ccccc3Cl)no2)CC1 | -5% | 8% | -6% | 13% | 19% | -12% | -4% | -1% | 2%
O=C(CCC1CCN(C(=O)c2ccccc2Cl)CC1)NCc1ccc(F)cc1 | -1% | 28% | -7% | 3% | 26% | 3% | -17% | -5% | -8%
CN(C)S(=O)(=O)N(CC(=O)NCCSCc1ccccc1Cl)c1ccccc1 | -9% | -6% | -3%[60.1 µM] | 5%[59 µM] | -21% | -14% | -5% | -4% | /
CC(Cc1cccnc1)NC(=O)c1ccccc1OC1CCN(S(C)(=O)=O)CC1 (stereo unspecified) | -3% | -2% | 3% | 9% | -4% | -3% | -4% | 10% | 9%
COc1nc(N(C)C)nc(N(OC)S(=O)(=O)c2ccccc2Cl)n1 | 1% | -1% | -14% | 12% | 2% | -13%[57.1 µM] | -9% | 3% | -1%
CC(C)[C@H](NC(=O)N1CC(=O)Nc2ccccc21)C(=O)N[C@H](Cc1ccccc1)C(=O)O | -4% | 15% | 11% | ? | 14% | -10% | -18% | -20% | 53%[activator]
O=C(Nc1ccccc1N1CCN(C(=O)c2ccccc2)CC1)c1cc(Br)ccc1Cl | -10% | -9% | -16% | 12%[0.501 µM] | 24% | ? | -8% | -8% | 7%
CC(Sc1ccccc1F)C(=O)Nc1cccc(S(=O)(=O)N2CCOCC2)c1 (stereo unspecified) | / | 16% | 0% | / | / | -7% | -13% | / | 4%
O=C(CN1C(=O)c2ccccc2S1(=O)=O)NCc1cccnc1 | 1% | 3% | -17% | -3%[59 µM] | 35% | -3% | -6% | -4% | -1%
COCCN(Cc1cccs1)S(=O)(=O)c1ccc(-c2ccc(=O)[nH]n2)s1 | 1% | -1% | -12% | / | 39% | -27% | 0% | -20% | -4%
COc1ccc(NS(=O)(=O)c2ccc3c(c2)CCCN3C(=O)C2CCC2)cc1OC | -3% | 11% | -4%[60.1 µM] | -18%[59 µM] | -3% | -5% | -22% | -6% | /
CC1=NOC(=O)/C1=C\c1ccc(-c2ccc(Cl)cc2Cl)o1 | -10% | 25µM* | -6% | 8.9µM* | 40µM* | ? | 14µM* | ? | -6%
Cc1ccc2c(c1)[C@H]1[C@H](CO2)[C@H](c2ccccc2)[C@]2(C)C(=O)Nc3ccc(F)cc3C(=O)N12 | / | -20% | -3% | / | / | -24% | -15% | / | /
COc1cc(SC)ccc1C(=O)Nc1cccc(S(=O)(=O)NC2=NCCC2)c1 | / | -2% | -9% | ? | / | -20% | -16% | 4% | -1%
CNc1ncc(Cc2ccccc2)s1 | 1% | 28% | -9% | -13%[59 µM] | 49% | -22% | -10% | -32% | 0%

Marked active in POLI inh, of those listed so far:
mol,BLM helicase inh,POLI inh,POLK inh,G9a block,JMJD2A Tudor,POLH inh,BAZ2B inh,APEX1 inh
CC1=NOC(=O)/C1=C\c1ccc(-c2ccc(Cl)cc2Cl)o1,-10%,25µM*,-6%,8.9µM*,?,14µM*,?,-6%

New compounds follow
SMILES | BLM helicase inh | POLI inh | POLK inh | G9a block | POLB inh | JMJD2A Tudor | POLH inh | BAZ2B inh | APEX1 inh
COc1ccc(C)cc1NC(=O)Cn1c(=O)oc2cc(S(=O)(=O)N3CCCCC3)ccc21 | -13% | 5% | -7% | -21%[59 µM] | 43% | -12% | -4% | -37% | /
CC(NC(=O)C12CC3CC(CC(O)(C3)C1)C2)c1ccc(Cl)cc1Cl (stereo unspecified) | -1% | 2% | 1% | 7% | 31% | 5% | -11% | 4% | -10%
CCCN(CCC)C(=O)CC(c1ccc(F)cc1)c1ccco1 (stereo unspecified) | -7% | ? | -10% | 45µM* | -11% | -33% | -18% | -32% | -1%
CC(=O)OCCn1c(C)[n+](CCOC(C)=O)c2cc(Cl)c(Cl)cc21 | 1% | 2% | -3% | 50µM* | 14% | -9% | -12% | -1% | 6%
Cc1ccc(S(=O)(=O)NC(=O)Nc2ccc(F)cc2)cc1 | -11% | 10% | -12% | 11%[59 µM] | 32% | -14% | 0% | 2% | 3%
CN(C)/C=C/C(=O)Oc1ccc(Cl)cc1Cl | -14% | 58%[activator] | -4% | -2%[59 µM] | -1% | -1%[57.1 µM] | -11% | 9% | 2%
Cc1ccn2cc(CCNS(=O)(=O)c3ccc([N+](=O)[O-])cc3)nc2c1 | 2% | 17% | -3% | 5% | 13% | -12% | -18% | -5% | -6%
CCCC(=O)Nc1ccccc1NC(=O)CN(C)S(=O)(=O)c1ccc(C)cc1 | -4% | 13% | -5% | -10% | 2% | -7% | 7% | -6% | -3%
O=C(CSc1nc2ccc(Cl)cc2[nH]1)c1cccs1 | 6% | ? | -27% | ? | 4% | -34% | -13% | -34% | -2%
CCOC(=O)C1CCCN(C(=O)c2ccc([N+](=O)[O-])cc2)C1 (stereo unspecified) | 2% | -16% | -5% | 0%[59 µM] | ? | -11% | -10% | -7% | 9%
O=C(c1ccc(Cl)cc1)c1oc2ccccc2c1CS(=O)c1ccccc1 (stereo unspecified) | -1% | -11% | -4% | ? | -2% | ? | -5% | -35% | -5%
CCN(CC)CCCn1c(C)cc2c(c1=O)C(c1cccc(Cl)c1)C(C#N)=C(N)O2 (stereo unspecified) | 45%[activator] | 10% | -15% | 4%[59 µM] | ? | -14% | -2% | 4% | ?
CCc1ccc(NC(=O)CNC(=O)Cn2c(C)cc3ccccc3c2=O)cc1 | -5% | -26% | -4% | -28%[59 µM] | 13% | -13% | -8% | 10% | /
CCC(C)(C)c1ccc(OCC(=O)Nc2ccncc2)cc1 | -8% | 119%[activator] | -13% | / | 4% | -13% | -6% | ? | -6%
O=C(O)c1ccc(N2C(=O)c3cccc(Oc4ccc(Cl)cc4)c3C2=O)cc1 | -1% | 68%[activator] | 2% | 18%[59 µM] | 2% | -19% | -5% | -5% | 3%
CCOC(=O)c1cccc(NC(=O)Cn2nc(C)n3cccc3c2=O)c1 | -2% | 15% | 7% | 11%[59 µM] | -13% | 8% | -21% | -17% | 70%[activator]
CSCCC(NS(=O)(=O)c1ccccc1)C(=O)OC(C)C(=O)Nc1ccc(Cl)cn1 (stereo unspecified) | / | 30% | 7% | -1%[12.7 µM] | / | -17% | -10% | -20% | 32%
Cc1ccccc1NC(=O)NCCc1ccc(Cl)cc1 | -4% | 7% | 5%[60.1 µM] | 19% | -2% | 3% | 0% | -17% | -1%
Clc1ccc(Cl)c(Oc2ccc(Oc3nc(Cl)ccc3Cl)cc2)n1 | -3% | 3% | -2% | -6% | 60% | 16% | -4% | 2% | 9%
N#CCCN(CCC#N)C(=O)C1c2ccccc2Oc2ccccc21 | -4% | -9% | -10% | 13% | 12% | -18% | -6% | -4% | 19%
O=c1[nH]cnc2c1c(-c1ccccc1)cn2-c1cccc(Cl)c1 | -7% | 15% | -1% | 8% | 11% | 17% | -26% | ? | -26%
O=c1c2ccccc2cnn1-c1ccc(Cl)nn1 | -10% | 32%[activator] | -4% | ? | 0% | -12% | -1% | -8% | -6%
CC(C)c1ccc(CN(Cc2ccco2)c2cnc(S(C)(=O)=O)nc2C(=O)Nc2ccc(F)cc2)cc1 | -13% | 18% | -5% | -14%[59 µM] | 15% | ? | -18% | -24% | /
Cc1ccc(C(=O)CCc2ccc(N)cc2)cc1 | -4% | 54%[activator] | -5%[60.1 µM] | ? | -9% | -20% | -15% | ? | -6%
COc1ccc(OC)c(/C=N/NC(=O)c2cc3c(OC)c(OC)ccc3[nH]2)c1 | ? | ? | -23% | ? | -30% | -16% | ? | -7% | ?

Molecules above that have a thiophene ring, fused or not, in the order listed:
SMILES | BLM helicase inh | POLI inh | POLK inh | G9a block | POLB inh | JMJD2A Tudor | POLH inh | BAZ2B inh | APEX1 inh
CCOC(=O)c1c(NC(=S)NC(=O)c2ccc(Cn3cc(Cl)cn3)o2)sc2c1CCC(C)C2 (stereo unspecified) | -3% | ? | -15% | / | 18% | -18% | -2% | -1% | 9%
COCCN(Cc1cccs1)S(=O)(=O)c1ccc(-c2ccc(=O)[nH]n2)s1 | 1% | -1% | -12% | / | 39% | -27% | 0% | -20% | -4%
O=C(CSc1nc2ccc(Cl)cc2[nH]1)c1cccs1 | 6% | ? | -27% | ? | 4% | -34% | -13% | -34% | -2%

A portion of the library, so the mix of outcomes need not match the whole.
